S100A4 inh HTS: S100A4-myosin IIA interaction inhibition; 0.14% of 360,000 active; inhibition, % at 10.7 µM; P26447; S100A4/TAMRA-MyoIIA peptide fluorescence polarization;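 active means mean inhibition of at least 70% across replicates, with every replicate also reaching that level; inconclusive means mean inhibition reaches 70% but some replicates fall short; inactive means mean inhibition below 70%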
Target sequence (P26447 whole entry, looked up): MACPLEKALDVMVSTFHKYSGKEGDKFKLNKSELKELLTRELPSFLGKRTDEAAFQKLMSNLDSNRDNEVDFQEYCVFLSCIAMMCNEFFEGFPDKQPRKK
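System – human S100A4 monomer protein, biochemical binding assay · Buffer or medium – Calcium-containing HEPES buffer, pH 7.2 · Timing – 5 min between mix addition and reading · Also added – TAMRA-labelled myosin IIA heavy-chain peptide probe, 5 nM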
ERp5 block: blocks human ERp5 reductase activity on insulin | ERp5 insulin aggregation, absorbance 650 nm, 90 min | 0.05% of 350,000 active | inhibition, % at 9.99 µM | AID 651711;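 active means mean replicate inhibition above about 25%, with every replicate also reaching it, limit read from the data, passing the limit was not always enough; inconclusive means only one of those two criteria met; inactive means neither criterion met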
DENV2 CPE: DENV2-induced cell death inhibition; DENV2-infected cells, cytopathic effect rescue, plate reader; CPE inhibition, % at 9.99 µM; 1.7% of 350,000 active; AID 651640; in the data active means CPE inhibition above about 20%, passing the limit was not always enough; inconclusive means no clear call, values can overlap the other calls; tested in BHK-21 cells;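 further: 0% = median of neutral control wells and 100% = median of positive control wells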
PglD DTNB: inhibitors of Campylobacter jejuni PglD acetyltransferase; purified PglD enzyme, DTNB colorimetric CoA detection; inhibition, % at 12.5 µM; AID 602405; 0.098% of 360,000 active; in the data active means inhibition above about 16%, passing the limit was not always enough; inconclusive means no clear call, values can overlap the other calls; further: strong numbers were not always called active
C2C12 statin: suppressors of simvastatin-induced myotoxicity in C2C12 myotubes. rescue of ATP level, % at 7.49 µM. ATP luminescence, 48 h; scaled: DMSO 0, geranylgeraniol control 100. AID 602340. 0.78% of 330,000 active;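 active means mean ATP rescue above about 67%, or every replicate alone reaching that limit, limit read from the data, passing the limit was not always enough; inconclusive means no clear call, values can overlap the other calls; inactive means mean under the limit and some replicate under it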;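 further: myotubes were challenged with 10 µM simvastatin during compound exposure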
SIRT5 inh: inhibitors of human sirtuin-5 desuccinylase; inhibition, % at 15 µM; Purified SirT5, succinyl-peptide AMC, trypsin-coupled fluorescence; AID 652115; Q9NXA8; 1.1% of 330,000 active; in the data active means inhibition above about 15%; inconclusive means no clear call, values can overlap the other calls
Target sequence (Q9NXA8 whole entry, looked up): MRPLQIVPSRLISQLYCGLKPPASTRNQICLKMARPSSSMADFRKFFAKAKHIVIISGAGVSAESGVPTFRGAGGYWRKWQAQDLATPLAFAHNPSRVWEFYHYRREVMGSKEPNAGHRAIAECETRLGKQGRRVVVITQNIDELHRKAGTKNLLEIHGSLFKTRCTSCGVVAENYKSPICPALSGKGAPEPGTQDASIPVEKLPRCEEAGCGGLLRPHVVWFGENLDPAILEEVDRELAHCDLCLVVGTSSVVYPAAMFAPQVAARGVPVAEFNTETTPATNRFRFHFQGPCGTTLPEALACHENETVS
E-selectin induc: E-selectin induction on HUVECs; activation, % at 7.58 µM; P16581; HUVEC E-selectin immunofluorescence imaging; normalized: neutral wells 0, TNF-alpha wells 100; 0.37% of 260,000 active;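 active means mean E-selectin-positive cell signal at least 10% of the positive control, reached in at least 60% of replicates, without over 20% cell loss; inconclusive means no rule given, readout overlaps actives, possibly toxicity-flagged; inactive means the rest, including those meeting only one limit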;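 further: in these data hits start at about 27%; measured in HUVEC primary endothelial cells; signal is the percent of cells scored E-selectin positive by PE staining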
Target sequence (P16581 whole entry, looked up): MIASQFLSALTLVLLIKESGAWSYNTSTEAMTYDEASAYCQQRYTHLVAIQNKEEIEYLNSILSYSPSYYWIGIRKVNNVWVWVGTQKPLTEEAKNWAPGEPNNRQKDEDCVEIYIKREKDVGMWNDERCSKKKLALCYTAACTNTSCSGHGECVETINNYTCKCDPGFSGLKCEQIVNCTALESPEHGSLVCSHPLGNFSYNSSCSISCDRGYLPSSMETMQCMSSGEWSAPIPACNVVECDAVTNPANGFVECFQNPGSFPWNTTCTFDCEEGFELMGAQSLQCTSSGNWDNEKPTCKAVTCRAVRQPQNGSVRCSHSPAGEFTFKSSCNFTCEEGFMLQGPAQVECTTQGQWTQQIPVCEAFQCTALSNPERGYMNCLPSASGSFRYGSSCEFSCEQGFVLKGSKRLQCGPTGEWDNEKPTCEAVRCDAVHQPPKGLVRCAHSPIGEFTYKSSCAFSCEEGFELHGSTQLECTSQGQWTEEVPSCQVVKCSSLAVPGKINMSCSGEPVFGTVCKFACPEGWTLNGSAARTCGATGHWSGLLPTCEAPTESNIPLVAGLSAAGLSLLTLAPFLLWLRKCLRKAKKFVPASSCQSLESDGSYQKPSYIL
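Assay system: HUVEC, human umbilical vein endothelial cells / Amount: 3,000 HUVEC/well / Controls: TNF-alpha positive control, DMSO neutral control / Compound dosing: single concentration / Medium: EGM-2 over gelatin coat / Evaluation: percent E-selectin-positive cells / Signal: immunofluorescence imaging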
Numbers without * were called inactive; ? = inconclusive; . = no result given; & = joins results of further samples. These rows are one share of the data; the hit share may differ from the screen's.

canonical_smiles | S100A4 inh HTS | ERp5 block | DENV2 CPE | PglD DTNB | C2C12 statin | SIRT5 inh | E-selectin induc
Cc1cccc(CNc2ccc(C(CC(N)=O)NC(=O)c3cccc(Br)c3)cc2[N+](=O)[O-])c1 (centres undefined) | -6.1 | 10.7 | 5.4 | 1.5 | -8.2 | -10.7 | -0.1
CCS(=O)(=O)N1CC(=O)N2[C@H](C1)[C@@H](c1ccc(C#CC3CCCCC3)cc1)[C@@H]2CO | -5.7 | -4.8 | -1.3 | . | . | -3.1 | -0.1
C[C@@H]1CN([C@@H](C)CO)C(=O)c2cccc(NS(=O)(=O)c3ccc(Cl)cc3)c2O[C@H]1CN(C)S(=O)(=O)c1ccccc1 | -11.7 | . | -0.5 | 2.3 | -27.2 | 4.1 | -0.4
C[C@@H]1CCCCO[C@@H](CN(C)C(=O)Nc2ccc(C(F)(F)F)cc2)[C@H](C)CN([C@H](C)CO)C(=O)c2cc(NC(=O)Nc3ccc(F)cc3)ccc2O1 | -0.3 | -0.5 | 6.3 | 0.3 | 7.6 | 13.1 | 1.1
CC(NC(=S)NCCCN1CCOCC1)C1CC2CCC1C2 (centres undefined) | 6.8 | 0.6 | -0.8 | -0.1 | -12.4 | 3.5 | -0.6
CC(=O)N1[C@H](C(=O)NCc2ccccc2F)[C@@H](CO)[C@@H]2Cn3c(ccc(-c4ccccc4)c3=O)[C@@H]21 | -19.6 | -5.0 | -1.8 | 3.7 | -1.8 | -19.0 | 0.5
COc1ccc(NC(=O)c2cc(-c3ccccc3Cl)on2)cc1OC | -1.6 | 4.2 | -2.0 | 2.8 | -0.6 | -4.3 | 1.0
CC(O)[C@H]1CNC(=O)C(=O)N1CCc1cccc(F)c1 (some centres undefined) | 36.7 | 1.8 | -10.9 | 0.3 | -3.5 | -4.9 | 0.3
COc1ccc(NC(=O)N(C)C[C@@H]2Oc3ccc(NS(=O)(=O)c4ccccc4)cc3C(=O)N([C@H](C)CO)C[C@@H]2C)cc1 | 7.6 | -8.2 | 8.9 | 3.7 | . | 0.6 | .
C[C@@H]1CCCCO[C@@H](CN(C)Cc2ccc(Cl)c(Cl)c2)[C@@H](C)CN([C@H](C)CO)C(=O)c2cc(NS(=O)(=O)c3cn(C)cn3)ccc2O1 | 11.7 | 5.0 | -10.4 | -1.6 | . | -0.3 | 0.0
O=C(C1CCCN(S(=O)(=O)c2ccc(F)cc2)C1)N1CCCCC1 (centres undefined) | -5.5 | 0.7 | -4.6 | . | . | -8.0 | 0.6
COC(C/C=C/C(=O)[C@@H](C)OCc1ccccc1)OC | 7.8 | 4.9 | -2.6 | 6.5 | . | . | 0.2
COc1cc(CN2CCCC(CO)(Cc3ccccc3C)C2)cc2c1OCO2 (centres undefined) | -2.0 | 0.2 | 3.4 | . | -9.2 | -1.2 | 0.4
COCC(=O)N1[C@H](CN(C)C(=O)c2ccncc2)[C@@H](c2ccccc2)[C@@H]1CO | . | . | 22.5 | 0.6 | -15.2 | . | 0.0
Cc1cc(C)cc(NC(=O)CN2CCc3cc4c(cc3C2C)OCCCO4)c1 (centres undefined) | -5.4 | 7.2 | -0.2 | -4.2 | 8.0 | -1.4 | .
COc1ccc(CN2C(CC(=O)Nc3cccnc3)c3ccc(C(F)(F)F)cc3S2(=O)=O)cc1 (centres undefined) | -17.0 | 2.6 | -2.6 | 1.1 | -5.9 | -1.8 | -1.4
CCCCCCN(CCCCCC)C(=O)Cc1c(-c2ccc(F)cc2)[nH]c2ccccc12 | -1.4 | 3.9 | -6.2 | 0.7 | -14.7 | 0.4 | -0.2
CCc1c(-c2ccccc2OC)ncn1Cc1cccc(-c2ccccc2)c1 | -0.5 | -1.5 | 9.2 | . | . | -2.7 | 1.4
CCOc1cccc(-c2c(C(=O)N/N=C/c3cccs3)nnn2-c2nonc2N)c1 | 7.6 | 5.9 | 1.7 | -2.7 | 1.9 | 1.1 | .
COCCCNC(=O)[C@@]1(C)c2ccccc2C(=O)N(Cc2cc(F)cc(C(F)(F)F)c2)[C@H]1c1ccc(CO)cc1 | 21.6 | 3.4 | 6.0 | -0.7 | . | 7.1 | .
Cc1ccc(C(C)C)c(OCCCN2CCc3ccccc3C2)c1 | 2.9 | 0.2 | 2.0 | 0.6 | -14.0 | -6.1 | 0.1
C[C@H](CO)N1C[C@H](C)[C@@H](CN(C)C(=O)Nc2ccc3c(c2)OCO3)Oc2c(NC(=O)Nc3ccccc3)cccc2C1=O | -3.2&-0.9 | -0.4&-0.3 | ? | 1.9 | -10.5 | 0.6&-0.6 | -0.1
O=C(Cc1ccc2c(c1)OCCO2)N1CCN(S(=O)(=O)c2cccs2)CC1 | -4.2 | -10.0 | 18.8 | -3.6 | . | 2.0 | 0.1
CC(C)NC(=O)Nc1ccc2c(c1)C(=O)N([C@@H](C)CO)C[C@@H](C)[C@H](CN(C)C(=O)Nc1cccc3ccccc13)OCCCC[C@@H](C)O2 | -4.1 | 5.5 | -2.8 | -1.5 | . | -1.8 | -0.2
Cc1ccc(S(=O)(=O)N[C@H]2CC[C@H](CC(=O)N3CCN(c4ccccc4)CC3)O[C@@H]2CO)cc1 | 2.5 | 0.7 | 1.6 | -4.1 | -1.4 | 0.4 | -0.7

9 entries from above, reformatted:
Below each SMILES – S100A4 inh HTS, ERp5 block, DENV2 CPE, PglD DTNB, C2C12 statin, SIRT5 inh, E-selectin induc
> COc1ccc(NC(=O)N(C)C[C@@H]2Oc3ccc(NS(=O)(=O)c4ccccc4)cc3C(=O)N([C@H](C)CO)C[C@@H]2C)cc1
 : 7.6, -8.2, 8.9, 3.7, ., 0.6, .
> C[C@@H]1CCCCO[C@@H](CN(C)Cc2ccc(Cl)c(Cl)c2)[C@@H](C)CN([C@H](C)CO)C(=O)c2cc(NS(=O)(=O)c3cn(C)cn3)ccc2O1
 : 11.7, 5.0, -10.4, -1.6, ., -0.3, 0.0
> O=C(C1CCCN(S(=O)(=O)c2ccc(F)cc2)C1)N1CCCCC1 (centres undefined)
 : -5.5, 0.7, -4.6, ., ., -8.0, 0.6
> COC(C/C=C/C(=O)[C@@H](C)OCc1ccccc1)OC
 : 7.8, 4.9, -2.6, 6.5, ., ., 0.2
> COc1cc(CN2CCCC(CO)(Cc3ccccc3C)C2)cc2c1OCO2 (centres undefined)
 : -2.0, 0.2, 3.4, ., -9.2, -1.2, 0.4
> COCC(=O)N1[C@H](CN(C)C(=O)c2ccncc2)[C@@H](c2ccccc2)[C@@H]1CO
 : ., ., 22.5, 0.6, -15.2, ., 0.0
> Cc1cc(C)cc(NC(=O)CN2CCc3cc4c(cc3C2C)OCCCO4)c1 (centres undefined)
 : -5.4, 7.2, -0.2, -4.2, 8.0, -1.4, .
> COc1ccc(CN2C(CC(=O)Nc3cccnc3)c3ccc(C(F)(F)F)cc3S2(=O)=O)cc1 (centres undefined)
 : -17.0, 2.6, -2.6, 1.1, -5.9, -1.8, -1.4
> CCCCCCN(CCCCCC)C(=O)Cc1c(-c2ccc(F)cc2)[nH]c2ccccc12
 : -1.4, 3.9, -6.2, 0.7, -14.7, 0.4, -0.2

The listing continues.
canonical_smiles | S100A4 inh HTS | ERp5 block | DENV2 CPE | PglD DTNB | C2C12 statin | SIRT5 inh | E-selectin induc
CC(C)N1CCC(=NNc2ccc([N+](=O)[O-])cc2S(=O)(=O)N2CCOCC2)CC1 | 2.4 | -6.4 | -0.5 | . | . | -1.4 | .
Cc1ccccc1/C=N/Nc1ncnc2nc[nH]c12 | 5.0 | -3.5 | -1.4 | 1.2 | -3.4 | -1.1 | -0.1
Cn1nc(C(=O)Nc2ccc(S(=O)(=O)Nc3ncccn3)cc2)ccc1=O | 7.4 | 1.9 | -2.5 | 2.5 | 1.3 | 5.4 | -0.3
CC(C)(C)[C@]1(O)CCN2C[C@H]3c4ccccc4CCc4cccc(c43)[C@@H]2C1 | 8.1 | 1.3 | -6.7 | -0.5 | -11.6 | -2.0 | -0.1
Cc1noc(C)c1COc1ccc2ccc(=O)oc2c1 | 2.2 | 2.9 | -1.0 | 1.3 | -4.7 | -4.0 | .
O=C(/C=C/c1ccco1)NC(=S)Nc1ccc(C(=O)O)cc1 | -7.0 | -1.3 | 1.3 | . | . | 21.9* | 0.8
C(=C\c1ccccc1)/C=N/Nc1nc2ccccc2[nH]1 | -5.6 | 3.2 | 14.8 | . | . | 0.3 | .
C/C=C/c1ccc([C@@H]2[C@@H](CO)N(C(=O)C3CC3)[C@H]2CN(C)C(C)=O)cc1 | 4.8 | -6.7 | -9.3 | 3.3 | 2.7 | -5.6 | 0.1
COc1ccc(C)cc1NC(=O)C(OC(=O)c1ccc(Cl)c(S(=O)(=O)N(C)c2ccccc2)c1)c1ccccc1 (centres undefined) | -4.3 | 1.8 | 1.2 | -4.5 | 5.1 | -0.1 | .
Cc1ccc(S(=O)(=O)N2CCC(C(=O)N3CCCCCCC3)CC2)cc1C | -0.5 | 0.5 | 6.0 | . | . | -3.1 | 0.1
O=C(COC(=O)c1nc(Cl)ccc1Cl)NCc1ccc(Cl)cc1Cl | 0.6 | 1.2 | 8.2 | 0.2 | -12.3 | 2.6 | 1.3
CC(C)(C)S(=O)N1Cc2ccc(CO)cc2[C@H]1CCO (some centres undefined) | -5.9 | 0.6 | -2.8 | 0.1 | -7.4 | 2.3 | 0.1
O=C(CN1C(=O)C2CCCCC2C1=O)Nc1nccs1 (centres undefined) | -2.6 | 7.6 | -1.4 | . | . | 1.5 | .
CC(C)(O)CN(C(=O)c1ccc([N+](=O)[O-])cc1)C1CCCC1 | -11.1 | 4.0 | -1.7 | . | . | -1.0 | -0.1
O=C(C[C@H]1CC[C@H]2[C@@H](COC[C@@H](O)CN2CC2CC2)O1)NCC1CC1 | 9.7 | -4.0 | 15.7 | 4.4 | -14.5 | 3.7 | 0.0
CC(C)(C)c1ccc(NC(=O)CN2C(=O)NC(C)(C3CC3)C2=O)cc1 (centres undefined) | 0.3 | -13.4 | 14.3 | -6.5 | 0.6 | 5.5 | 0.2
COc1ccccc1-c1ccc2c(c1)[C@H]1[C@H](CCN1C(=O)CN1CCOCC1)[C@H](CO)N2C | -5.6 | -1.2 | 1.6 | 5.3 | -18.0 | 1.4 | 0.1
CCOc1ccccc1NC(=S)NCCc1ccc(F)cc1 | 0.6 | 0.1 | . | . | -1.4 | . | 1.7
COC(=O)c1[nH]c2ccc(F)cc2c1NC(=O)C1=COCCO1 | -12.2 | . | . | 2.0&-7.9 | 4.2 | . | .
Cc1cccc(N(C)C(=O)c2cc(S(=O)(=O)N3CCCC3)cn2C)c1 | -0.3 | -12.7 | -0.2 | 4.2 | 8.3 | -7.5 | 0.0
COc1ccc(C(=O)N/N=C/c2c(CO)cnc(C)c2O)cc1 | -2.1 | 0.8 | ? | . | . | -4.4 | .
CC(OC(=O)c1cccnc1Cl)C(=O)NC1CCCCC1 (centres undefined) | -5.1 | 0.0 | -9.3 | 3.1 | 7.7 | -3.8 | .
COc1ccc(CN(C)C[C@@H]2Oc3ccc(NC(=O)NC4CCCCC4)cc3CC(=O)N([C@H](C)CO)C[C@H]2C)cc1 | 6.9 | 0.7 | -4.0 | 2.1 | 26.2 | 4.9 | 2.5
O=C(NC[C@@H]1[C@@H](c2ccccc2)[C@H](CO)N1C(=O)Cc1cccnc1)C1CC1 | -5.7 | 1.1 | -4.6 | 0.3 | -11.5 | 4.8 | 0.0
CCOc1ccccc1-c1nnc(CS(=O)(=O)c2ccccc2)o1 | -1.6 | -9.4 | 52.9* | 1.0 | 4.9 | -2.9 | .
